S1P1 ag-PAM: S1P1 agonists and agonism potentiators, primary screen, cell-based, primary and confirmation screens, CRE-bla reporter; hit rate 0.57% among 56,000; S1P1 CRE-bla cells, forskolin, beta-lactamase FRET, potentiator mode; S1P1 agonist co-added at EC20, 2 nM; 100% = saturating reference agonist, 0% = basal; AID 449, 2006; activation, % at 9.5 µM; Sphingosine 1-phosphate receptor 1 (Homo sapiens), P21453;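 active = activation above a cutoff set at the mean activation of all tested compounds plus 3 SD, cut at about 54% in these data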;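 also: forskolin at 4 µM as EC80 and the EC20 agonist is SEW2871; 100% = SEW2871 at its EC100 plus forskolin at EC80; some compounds past the cut are filed as inactive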
HTR1E agonist: 5-HT1E receptor agonists, primary screen, cell-based, HTS; 5-hydroxytryptamine receptor 1E (Homo sapiens), P28566; CHO 5-HT1E Ga15 NFAT-bla reporter, FRET; 0% DMSO wells, 100% control agonist wells; activation, % at 6 µM; hit rate 0.69% among 65,000;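 active = activation above a set limit, the screen-wide mean activation plus 3 SD, cut at about 8.5% in these data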;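 also: 100% = positive control agonist at 1 µM giving full maximal response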
Jurkat tox 60K: cytotoxicity toward Jurkat T cells, primary screen, cytotoxicity control, cell-based, Jurkat E6.1, 60K MLSMR library. Jurkat E6.1 viability, ATP luminescence, 48 h. inhibition, % at 4 µM. hit rate 1.2% among 56,000;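 active = inhibition above the mean inhibition of all tested compounds plus 3 SD, cut at about 28% in these data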
HTR1E antagonist: 5-HT1E receptor antagonists, primary screen, cell-based, HTS; inhibition, % at 6 µM; 5-hydroxytryptamine receptor 1E (Homo sapiens), P28566; hit rate 0.99% among 65,000; CHO 5-HT1E Ga15 NFAT-bla reporter, FRET, antagonist;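 active = inhibition above a set limit, the mean inhibition across every tested compound plus 3 SD, cut at about 29% in these data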;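 also: signal is the 460 over 535 nm emission ratio of beta-lactamase substrate; 0% = agonist plus DMSO wells and 100% = wells without agonist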
HEK293 NFkB inh: inhibitors of PMA/ionomycin-induced NF-kB reporter, primary screen, antigen receptor NF-kB inhibitor project, cell-based, HEK-293 luciferase reporter, luminescence; HEK-293 NF-kB luciferase reporter; inhibition, % at 3 µM; hit rate 0.21% among 62,000; AID 465, 2006;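 active = inhibition above the mean of all tested compounds plus 3 SD, cut at about 40% in these data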;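 also: 0% = stimulated DMSO wells and 100% = 10 µM reference inhibitor 5653914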
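Reagent: PMA plus ionomycin mix as NF-kB-activating stimulus. Assay system: NF-kB luciferase reporter HEK-293 cells. Technique: luminescence from luciferase substrate reagent. Incubation: 1 h compound pre-incubation, 16 h PMA/ionomycin at 37 °C. Benchmarks: DMSO only as uninhibited control, 10 µM reference inhibitor as full inhibition. Repeats: tested once.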
M1 antagonist: antagonists of rat M1 muscarinic receptor; CHO-M1 cells, Fluo-4 calcium, ACh EC80 antagonist mode; stronger effect = lower value; B-score at 10 µM; hit rate 3.4% among 64,000;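 active = calcium fluorescence response, raw or row-and-column corrected B-score, differing from the plate sample mean either way at a set confidence level, mostly lower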
S1P3 agonist: human S1P3 receptor agonists, primary screen, cell-based, primary and confirmation, NFAT-BLA reporter | S1P3 NFAT-BLA reporter cells, agonism, FRET ratio; relative to 1 µM S1P, basal subtracted | activation, % at 4.5 µM | hit rate 0.1% among 60,000;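 active = activation above the screen-wide mean plus 3 SD, cut at about 4.5% in these data, passing the limit was not always enough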; also: some compounds called inactive have numbers as strong as hits
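Measure – % activation relative to 1 µM S1P (100%), per plate · System – stable CHO line with human S1P3, Gα16, NFAT-BLA reporter · Timing – cells plated overnight, compound 4 h 37 °C, substrate 2 h RT · Technique – fluorescent BLA substrate, ex 405 nm, em 460/535 nm ratio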
Her2 expr inh: inhibitors of Her2 protein expression, primary screen, SKBR-3 cells, AlphaScreen, 66K library; SKBR-3 HER2 protein level, 18-24 h; stronger effect = lower value; hit rate 0.69% among 65,000; HER2 level % of control, % at 10 µM;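 active = HER2 level under 5% of the carrier-only control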;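 also: 100% = DMSO carrier and 0% = 500 nM PU-H71 HSP90 inhibitor; lower value means stronger loss of Her2 protein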
Target sequence (P04626 whole entry, looked up): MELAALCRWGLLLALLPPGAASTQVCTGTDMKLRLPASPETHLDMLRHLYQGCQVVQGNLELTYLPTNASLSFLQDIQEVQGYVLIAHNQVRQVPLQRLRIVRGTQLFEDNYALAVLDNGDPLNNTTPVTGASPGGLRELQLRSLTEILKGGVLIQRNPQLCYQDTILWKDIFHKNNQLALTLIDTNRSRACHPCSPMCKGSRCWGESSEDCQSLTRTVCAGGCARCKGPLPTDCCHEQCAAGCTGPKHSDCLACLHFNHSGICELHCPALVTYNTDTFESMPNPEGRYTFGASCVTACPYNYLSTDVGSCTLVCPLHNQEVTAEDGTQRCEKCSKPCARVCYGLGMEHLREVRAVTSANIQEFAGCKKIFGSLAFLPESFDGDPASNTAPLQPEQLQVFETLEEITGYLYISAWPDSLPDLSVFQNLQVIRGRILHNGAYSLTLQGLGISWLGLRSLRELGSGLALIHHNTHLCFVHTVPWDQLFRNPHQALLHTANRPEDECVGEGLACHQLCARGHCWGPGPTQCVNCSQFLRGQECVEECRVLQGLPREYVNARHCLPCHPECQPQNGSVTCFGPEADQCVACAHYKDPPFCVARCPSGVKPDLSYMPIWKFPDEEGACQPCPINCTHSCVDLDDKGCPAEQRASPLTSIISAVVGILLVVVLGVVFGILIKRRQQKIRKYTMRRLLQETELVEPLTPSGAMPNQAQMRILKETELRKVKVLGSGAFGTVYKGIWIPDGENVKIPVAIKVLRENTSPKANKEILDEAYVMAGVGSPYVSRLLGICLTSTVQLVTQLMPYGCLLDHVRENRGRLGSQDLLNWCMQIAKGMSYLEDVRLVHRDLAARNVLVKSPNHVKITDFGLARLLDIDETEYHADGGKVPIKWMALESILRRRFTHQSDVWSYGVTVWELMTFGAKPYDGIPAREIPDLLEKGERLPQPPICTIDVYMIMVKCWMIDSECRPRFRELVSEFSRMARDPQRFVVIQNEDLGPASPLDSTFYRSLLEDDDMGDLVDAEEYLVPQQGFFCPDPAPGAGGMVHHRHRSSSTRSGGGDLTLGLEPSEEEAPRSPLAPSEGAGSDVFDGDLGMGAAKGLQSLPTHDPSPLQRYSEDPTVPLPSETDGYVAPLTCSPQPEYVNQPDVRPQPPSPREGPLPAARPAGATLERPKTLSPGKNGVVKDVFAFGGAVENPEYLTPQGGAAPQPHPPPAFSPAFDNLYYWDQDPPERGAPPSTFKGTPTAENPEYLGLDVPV
M1 ag: M1 muscarinic receptor agonists, primary screen, CHO-M1 cells, Fluo-4 calcium, agonist mode; Muscarinic acetylcholine receptor M1; B-score at 10 µM; Fluo-4 calcium fluorescence; stronger effect = higher value; hit rate 3% among 64,000; AID 626, 2007;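 active = fluorescence rise, raw or as B-score row- and column-corrected plate score, outside the 99.7% band of its plate's samples, either direction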
* = called active by the depositor; . = no result given.

cpd	SMILES	HTR1E antagonist	Her2 expr inh	M1 ag	M1 antagonist	S1P3 agonist
1	COCCC(=O)N(Cc1ccc2c(c1)OCO2)C(C(=O)NC1CCCCC1)c1ccncc1 (centres undefined)	-10	268	-0.46	0.15	-0.3
2	Cc1ccc(-c2nc3ccccc3c(=O)n2CCCN2CCOCC2)cc1	-12	92	0.51	0.95	-0.8
3	CC1(C)CC(=O)N(CC(=O)NCc2ccccc2)c2ccccc2S1(=O)=O	-2	98	0.76	-0.93	-0.9
4	Cc1nc2nc(SCC(=O)C(C)(C)C)[nH]c2cc1Br	-7	79	0.41	0.65	-0.6
5	COCCN(CC(=O)NCc1ccc(F)cc1)C(=O)CCC(=O)Nc1nccs1	1	90	-0.33	-0.45	-0.8
6	COc1ccc(C(=O)Cn2c(Br)nc3c2c(=O)n(C)c(=O)n3C)cc1OC	8	63	-0.62	-0.5	-5.9
7	O=C(CN1CCN(C(=O)c2ccco2)CC1)Nc1c2c(nc3c1CCC3)CCCC2	-3	120	1.4	-0.44	0.0
8	O=C1c2ccccc2C(Nc2ccc(S(=O)(=O)N3CCOCC3)cc2)N1c1cccnc1 (centres undefined)	-5	106	-0.34	-1	-0.6

cpd	HEK293 NFkB inh	S1P1 ag-PAM	HTR1E agonist	Jurkat tox 60K
1	-1	-29	0.0	-4
2	7	-11	0.2	6
3	25	-24	-0.5	7
4	12	-19	0.5	-2
5	26	18	-0.1	1
6	.	11	-0.3	.
7	18	-26	-0.3	-2
8	-2	-9	1.1	-4

New compounds follow:
cpd	SMILES	HTR1E antagonist	Her2 expr inh	M1 ag	M1 antagonist	S1P3 agonist
9	Cc1cc(C)n(C(=O)c2ccc(C)c(S(=O)(=O)N3CCCC3)c2)n1	0	72	0	1.7	-0.8
10	CSCCC(C(=O)Nc1ccc2c(c1)OCO2)N1C(=O)c2ccccc2C1=O (centres undefined)	6	103	0.84	0.2	.
11	Cn1c(=O)oc2cc(S(=O)(=O)N3CCc4ccccc4C3)ccc21	-2	99	0.14	1.1	1.1
12	CCOC(=O)N1CCC(N(CCOC)C(=O)Nc2ccc(Cl)c(Cl)c2)CC1	-2	100	2	-0.48	0.3

cpd	HEK293 NFkB inh	S1P1 ag-PAM	HTR1E agonist	Jurkat tox 60K
9	18	-8	0.6	2
10	20	.	-0.3	.
11	4	-16	5.4	-2
12	24	11	-0.7	7

Full records, quoted from the list. Screens in order: HTR1E antagonist	Her2 expr inh	M1 ag	M1 antagonist	S1P3 agonist	HEK293 NFkB inh	S1P1 ag-PAM	HTR1E agonist	Jurkat tox 60K
CCOC(=O)N1CCC(N(CCOC)C(=O)Nc2ccc(Cl)c(Cl)c2)CC1 is listed as -2	100	2	-0.48	0.3	24	11	-0.7	7
CSCCC(C(=O)Nc1ccc2c(c1)OCO2)N1C(=O)c2ccccc2C1=O (centres undefined) is listed as 6	103	0.84	0.2	.	20	.	-0.3	.

6 successive entries already listed:
cpd	SMILES	HTR1E antagonist	Her2 expr inh	M1 ag	M1 antagonist	S1P3 agonist
7	O=C(CN1CCN(C(=O)c2ccco2)CC1)Nc1c2c(nc3c1CCC3)CCCC2	-3	120	1.4	-0.44	0.0
8	O=C1c2ccccc2C(Nc2ccc(S(=O)(=O)N3CCOCC3)cc2)N1c1cccnc1 (centres undefined)	-5	106	-0.34	-1	-0.6
9	Cc1cc(C)n(C(=O)c2ccc(C)c(S(=O)(=O)N3CCCC3)c2)n1	0	72	0	1.7	-0.8
10	CSCCC(C(=O)Nc1ccc2c(c1)OCO2)N1C(=O)c2ccccc2C1=O (centres undefined)	6	103	0.84	0.2	.
11	Cn1c(=O)oc2cc(S(=O)(=O)N3CCc4ccccc4C3)ccc21	-2	99	0.14	1.1	1.1
12	CCOC(=O)N1CCC(N(CCOC)C(=O)Nc2ccc(Cl)c(Cl)c2)CC1	-2	100	2	-0.48	0.3

cpd	HEK293 NFkB inh	S1P1 ag-PAM	HTR1E agonist	Jurkat tox 60K
7	18	-26	-0.3	-2
8	-2	-9	1.1	-4
9	18	-8	0.6	2
10	20	.	-0.3	.
11	4	-16	5.4	-2
12	24	11	-0.7	7

Source: PubChem (several laboratories)
